ANO1 block: mouse TMEM16A channel inhibition, primary screen | HEK293 TMEM16A/YFP iodide influx fluorescence, ionomycin | normalized B-score (activity score, 25-100; higher = stronger inhibition) at 10 µM | AID 588511 | Q8BHY3 | 310,000 compounds, 1.2% hits;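 active = ratio plate-corrected score three or more library SD toward inhibition, starting fluorescence score within five deviations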;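 also: score derived from kinetic fluorescence span divided by baseline fluorescence per well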
TRPC6 inh: mouse TRPC6 channel inhibition; 310,000 compounds, 1.1% hits; Q61143; HEK293-TRPC6, membrane potential dye, ACh-evoked depolarization; active compounds read low; AID 2553; B-score at 10 µM;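 active = B-score under library mean minus 3 SD, initial fluorescence not abnormally high, positive integrated signal ratio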;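 also: B-score derived from integrated fluorescence ratio over the kinetic read; more negative B-score means stronger inhibition of depolarization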
TRPC4 agonist: opens the mouse TRPC4 cation channel; Q9QUQ5; HEK293 TRPC4beta/mu-opioid, Fluo4 calcium fluorescence; active compounds read high; B-score at 10 µM; 310,000 compounds, 0.49% hits;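 active = B-score above 5 SD of library B-scores, and initial fluorescence ratio not above library mean plus 5 SD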;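 also: positive B-score marks a calcium rise read as TRPC4 activation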
Target sequence (Q9QUQ5 whole entry, looked up): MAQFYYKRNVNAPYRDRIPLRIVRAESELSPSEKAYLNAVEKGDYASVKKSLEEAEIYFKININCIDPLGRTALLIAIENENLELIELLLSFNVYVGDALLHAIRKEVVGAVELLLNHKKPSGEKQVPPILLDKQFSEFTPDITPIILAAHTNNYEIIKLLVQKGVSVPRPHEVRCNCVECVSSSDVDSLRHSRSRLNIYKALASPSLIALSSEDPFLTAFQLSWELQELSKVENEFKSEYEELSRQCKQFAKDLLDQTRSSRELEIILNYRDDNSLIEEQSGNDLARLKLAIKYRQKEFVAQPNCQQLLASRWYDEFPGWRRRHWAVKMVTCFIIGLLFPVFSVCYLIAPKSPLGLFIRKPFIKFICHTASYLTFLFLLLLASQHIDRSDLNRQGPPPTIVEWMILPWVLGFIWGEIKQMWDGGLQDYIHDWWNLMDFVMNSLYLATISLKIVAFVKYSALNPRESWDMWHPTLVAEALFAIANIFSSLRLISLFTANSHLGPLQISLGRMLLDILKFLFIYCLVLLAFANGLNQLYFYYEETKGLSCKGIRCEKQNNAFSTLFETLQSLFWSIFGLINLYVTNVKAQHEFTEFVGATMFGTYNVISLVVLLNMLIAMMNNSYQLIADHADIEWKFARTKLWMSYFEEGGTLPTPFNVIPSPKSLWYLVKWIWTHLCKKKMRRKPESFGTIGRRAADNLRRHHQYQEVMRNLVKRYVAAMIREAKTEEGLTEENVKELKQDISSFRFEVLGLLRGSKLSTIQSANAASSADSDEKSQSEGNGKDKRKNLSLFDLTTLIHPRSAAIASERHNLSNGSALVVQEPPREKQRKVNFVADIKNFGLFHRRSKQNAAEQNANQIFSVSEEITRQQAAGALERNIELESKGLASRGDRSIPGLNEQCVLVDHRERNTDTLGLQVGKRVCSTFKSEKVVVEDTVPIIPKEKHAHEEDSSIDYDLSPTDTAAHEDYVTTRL
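Material: HEK293 stable line with TRPC4beta plus mu-opioid receptor; technique: Fluo4 calcium-sensitive dye fluorescence, kinetic, 1 Hz baseline; timing: Fluo4 dye loading 45 min at room temperature, 110 s recording; controls: assay buffer as low control, maximal DAMGO as high control; read-out: integrated baseline-normalised fluorescence ratio, converted to per-well B score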
MrgX1 antagonist: human MrgX1 receptor antagonism, primary screen. AID 588676. Q96LB2. MRGX1-HEK293 calcium flux, Fluo-4, BAM8-22 antagonism; active compounds read low. B-score at 10 µM. 310,000 compounds, 1.3% hits;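 active = calcium-response B-score plate-corrected more than 3 library SD below zero, starting fluorescence within 5 deviations, no agonist response on first addition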;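 also: peak minus trough fluorescence over baseline after final BAM8-22 challenge near maximal dose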
MrgX1 allo act: allosterically activates human MrgX1 receptor signaling | Q96LB2 | MrgX1-HEK293, Fluo-4 calcium flux, FDSS; active compounds read high | B-score at 10 µM | 310,000 compounds, 0.63% hits;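 active = plate-corrected calcium response at least 3 library SD above typical, normal starting fluorescence, not activating the receptor alone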;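 also: compound read alongside a low EC10 to EC30 dose of BAM8-22 agonist; peak minus trough fluorescence over baseline measured at the second addition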
TRPC4 inh: blocks the mouse TRPC4 cation channel | HEK293 TRPC4beta/mu-opioid, DAMGO-evoked Fluo4 calcium flux; active compounds read low | 300,000 compounds, 0.39% hits | B-score at 10 µM | Q9QUQ5;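 active = B-score over 3 SD under the library average, no early fluorescence shift, positive overall ratio signal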
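material = TRPC4beta/mu-opioid receptor HEK293 cell line | probe or stimulus = sequential submaximal and maximal DAMGO stimulation | compound dosing = one concentration per compound | measured by = Fluo4 Ca2+ flux fluorescence | evaluation = integrated fluorescence ratio relative to baseline, converted to per-well B score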
ANO1 activ: mouse TMEM16A channel activation, primary screen; Q8BHY3; HEK293 TMEM16A/YFP-H148Q/I152L, iodide quench fluorescence; active compounds read low; B-score at 10 µM; 340,000 compounds, 0.3% hits; AID 623877;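 active = fluorescence-ratio B-score plate-corrected deviation score at least 3 library SD below zero, with starting fluorescence score within 5 deviations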;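 also: channel opened by trigger with iodide after compound preincubation; score built on the fluorescence ratio of max minus min over baseline; more negative score means more quench and so TMEM16A activation or potentiation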
RGS4 inh: human RGS4 inhibition | P49798 | HEK293 M3R/RGS4 inducible, Fluo-4 calcium flux; active compounds read high; triggered by carbachol at its EC20 | B-score at 10 µM | 310,000 compounds, 0.45% hits;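 active = B-score, a plate-corrected calcium signal, over three deviations above library mean, with baseline fluorescence within five deviations of library mean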;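 also: RGS4 expression induced by doxycycline in cells with stable M3 receptor; B-score is computed from the integrated fluorescence ratio over baseline after carbachol; higher B-score means a larger calcium signal and so more RGS4 inhibition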
TRPC4 potent: allosterically enhances the mouse TRPC4 cation channel | Q9QUQ5 | HEK293 TRPC4beta/mu-opioid, DAMGO EC20, Fluo-4 Ca2+ flux; active compounds read high | B-score at 10 µM | 310,000 compounds, 0.42% hits;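 active = B-score of calcium response area above 5 SD of library B-scores, with initial fluorescence ratio within 5 SD of library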;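 also: B-score of integrated fluorescence ratio over time as area under calcium response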
TRPC6 activator: mouse TRPC6 channel activation; Q61143; B-score at 10 µM; HEK293-TRPC6 membrane potential dye fluorescence; active compounds read high; AID 2550; 310,000 compounds, 0.13% hits;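 active = B-score of the integrated fluorescence ratio above library mean plus 3 SD, and starting fluorescence ratio within library mean plus 5 SD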;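 also: higher score means more depolarization so channel activation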
MrgX1 agonist: human MrgX1 receptor agonism, primary screen. Q96LB2. MrgX1-HEK293 cells, Fluo-4 calcium fluorescence, agonist mode; active compounds read high. B-score at 10 µM. 310,000 compounds, 0.44% hits. AID 588627;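 active = calcium response B-score plate-corrected fluorescence ratio at least 3 library SD, with starting fluorescence B-score inside 5 SD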
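System – MrgX1-expressing HEK293 cells · Incubation – cells plated overnight, dye loaded 0.5 h 37 °C, 0.5 h room temperature · Technique – kinetic Fluo-4 NW fluorescence of intracellular calcium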
* = called active by the depositor; i = inactive; . = not tested or not shown.

item	mol	ANO1 block	TRPC6 inh	TRPC4 agonist	MrgX1 antagonist	MrgX1 allo act	TRPC4 inh	ANO1 activ	RGS4 inh	TRPC4 potent	TRPC6 activator	MrgX1 agonist
1	CCN1CC(CNC(=O)c2ccc3nc(Cc4cccc(Cl)c4)oc3c2)CC1=O (stereo not given)	i	i	i	i	i	i	i	i	i	i	i
2	O=C(Nc1cccnc1)c1ccc(Cl)c(S(=O)(=O)N2CCCCCC2)c1	25*	i	i	i	i	i	i	i	i	i	i
3	CCOC(=O)c1cc2[nH]c3ccccc3c2[n+](-c2ccc([N+](=O)[O-])cc2)c1N	i	i	i	i	i	i	i	i	i	i	i
4	C/C(=N\NC(=O)C(C)Sc1ccccc1)c1ccc([N+](=O)[O-])cc1 (stereo not given)	i	i	i	i	i	i	i	i	i	i	i
5	COc1ccc(NC(=O)CSc2nc3[nH]ncc3c(=O)[nH]2)cc1OC	i	i	i	i	i	i	i	i	i	i	i
6	Cc1ccccc1NC(=O)C(=O)NCc1ccccn1	i	i	i	i	i	i	i	i	i	i	i
7	Cc1cc(NC2CCCC2)n2ncc(-c3ccccc3)c2n1	i	i	i	i	i	i	i	i	i	i	i
8	CCOc1ccccc1NC(=O)C(NCCc1ccc(OC)cc1)c1ccccc1 (stereo not given)	i	i	i	i	i	i	i	i	i	i	i
9	Cc1ccc(NC(=O)c2sc(C)nc2C)c(C)c1	i	i	i	i	i	i	i	i	i	i	i
10	CCOCCCNS(=O)(=O)c1ccc(NC(=O)Cc2c(F)cccc2Cl)cc1	i	i	i	i	i	i	i	i	i	i	i
11	CC(C)OCCCNC(=O)C1CCN(S(=O)(=O)c2ccc3nc4c(c(C(=O)O)c3c2)CCCCC4)CC1	i	i	i	i	i	i	i	i	i	i	i
12	CN(C)C(CNC(=O)C1CCN(C(=O)/C=C/c2ccccc2)CC1)c1ccccc1 (stereo not given)	i	i	i	i	i	i	i	i	i	i	i
13	COc1cccc(N=Nc2c(N)[nH]n3c(=O)c4c(nc23)CCCC4)c1	i	i	i	i	i	i	i	i	i	i	i
14	O=C(CCC(=O)Nc1ccc(Br)cc1)N/N=C/c1cc([N+](=O)[O-])ccc1O	i	i	i	i	i	i	i	i	i	i	i
15	Cc1cc2c([nH]c3ccccc32)c2c1OC(C)(C)C=C2	i	i	i	i	i	i	i	i	i	i	i
16	Cc1nc(N2CCN(Cc3ccccc3)CC2)nc2c1C(=O)CC(C)C2 (stereo not given)	i	i	i	i	i	i	i	i	i	i	i
17	Cc1cc(-c2nnc(-c3ccccc3)c(-c3ccccc3)n2)c(C)o1	i	i	i	i	i	i	i	i	i	i	i
18	CC(/C=N/NC(=O)c1c(Br)cnn1C)=C\c1ccccc1	i	i	i	i	i	i	i	i	i	i	i
19	O=C(c1ccco1)N1CCN(C(=O)C2c3ccccc3Oc3ccccc32)CC1	i	i	i	i	i	i	i	i	i	i	i
20	O=C(Cn1nc(C(=O)O)c2ccccc2c1=O)Nc1ccc(F)cc1	i	i	i	i	i	i	i	i	i	i	i
21	Cc1ccc(CNC(=O)/C=C/c2c(Cl)cccc2Cl)cc1	i	i	i	i	i	i	i	i	i	i	i
22	Cc1cc(C(=O)N2CCC(Cc3ccccc3)CC2)ccc1[N+](=O)[O-]	i	i	i	i	i	i	i	i	i	i	i
23	CCN(C(=O)CSc1nnnn1-c1ccccc1)c1c(N)n(Cc2ccccc2)c(=O)[nH]c1=O	i	i	i	i	i	i	i	i	i	i	i
24	O=C(O)CCCC(=O)N1CCN(c2cccc(Cl)c2)CC1	i	i	i	i	i	i	i	i	i	i	i
25	CC(=O)NC1(C(Cl)(Cl)Cl)Oc2ccccc2O1	i	i	i	i	i	i	i	i	i	i	i
26	O=C(OCc1nnc(-c2ccccc2)o1)C12CC3CC(CC(Br)(C3)C1)C2	.	i	i	.	.	i	i	i	i	i	.
27	COC(=O)c1cc(=O)n(Cc2ccc3c(c2)OCO3)c(=Nc2ccc(F)c(Cl)c2)s1	i	i	i	i	i	i	i	i	i	i	i
28	CC(C)CN(CC(C)C)S(=O)(=O)N1CCC(C(=O)NCc2ccccn2)CC1	i	i	i	i	i	i	i	i	i	i	i
29	COc1cccc(CNC(=O)c2nnn(CC(=O)Nc3ccc(Br)cc3)c2N)c1	i	i	i	i	i	i	i	i	i	i	i
30	COCCN(C(=O)c1ccccc1)c1nnc(-c2cccnc2)s1	i	i	i	i	i	i	i	i	i	i	i
31	Cc1ccc(C)c(CSC2=NCCN2C(=O)c2cccs2)c1	i	i	i	i	i	i	i	i	i	i	i
32	CC12CCC(=O)N1C(C(=O)NCCc1ccccc1)CS2 (stereo not given)	i	i	i	i	i	i	i	i	i	i	i
33	CCC(C)Nc1nc(-c2cccc(OC)c2O)nc2ccccc12 (stereo not given)	100*	i	i	i	i	i	i	i	i	i	i
34	Cc1ccc(C)n1-c1ccncc1	i	i	i	i	i	i	i	i	i	i	i
35	O=C(NCc1cccc(Cl)c1)c1ccc2c(c1)SC1=NS(=O)(=O)CCN12	i	i	i	i	i	i	i	i	i	i	i
36	Cc1ccc(NC(=O)C(C)OC(=O)Cc2c[nH]c3ccccc23)cc1 (stereo not given)	i	i	i	i	i	-6*	i	i	i	i	i
37	CC(C)c1nc2ccccc2n1CC(O)COC1CCCCC1 (stereo not given)	i	i	i	i	i	i	i	i	i	i	i
38	O=[N+]([O-])c1c(Nc2ccccn2)cc(Cl)c2nonc12	i	i	i	-4.73*	i	i	i	10.4*	i	i	i
39	CCN(Cc1ccc(OC)c(F)c1)C(=O)CCl	i	i	i	i	i	i	i	i	i	i	i
40	C/C(=N\NC(=O)c1c[nH]c2ccccc12)c1ccco1	i	i	i	i	i	i	i	i	i	i	i
41	Cc1ccc(C(=O)NC2CCCCCC2)cc1S(=O)(=O)N1CCOCC1	i	i	i	i	i	i	i	i	i	i	i
42	CC(c1ccccc1)N1C(=O)c2ccccc2C1(O)Cc1ccccc1 (stereo not given)	i	i	i	i	i	i	i	i	i	i	i
43	Cc1cccc(NC(=O)C2C3CCCCC32)c1 (stereo not given)	i	i	i	i	i	i	i	i	i	i	i
44	O=C(CC(C(=O)O)c1ccc(F)cc1)c1ccc(Cl)cc1 (stereo not given)	i	i	i	i	i	i	i	i	i	i	i
45	O=C(O)CCn1cc(/C=C2\NC(=S)N(c3ccccc3)C2=O)c(-c2ccc(Br)cc2)n1	i	i	i	i	i	i	i	i	i	i	i
46	COc1ccc(CN2CCNC(=O)C2CC(=O)N(C)Cc2cc(C)no2)cc1OC (stereo not given)	i	i	i	i	i	i	i	i	i	i	i
47	CC(O)CN(C)CC/C=C1/c2ccccc2CSc2ccccc21 (stereo not given)	i	i	i	i	i	i	i	i	i	i	i
48	Cc1cccc(C(=O)N2CCCC(N3CCN(c4cccc(Cl)c4)CC3)C2)n1 (stereo not given)	i	i	i	i	i	i	i	i	i	i	i
49	O=C(CN1CCN(Cc2ccc(Cl)cc2)CC1)N/N=C/c1cccc(F)c1	i	i	i	i	i	i	i	i	i	i	i
50	COC(=O)[C@@H](NC(=O)c1ccccc1)[C@@H](C)O	i	i	i	i	i	.	i	i	i	i	i
51	COc1ccccc1N1CCN(C(=O)c2cccc(C(=O)N3CCN(c4ccccc4OC)CC3)c2)CC1	i	i	i	i	i	i	i	i	i	i	i
52	COc1ccc(C(=O)/C=C/c2cc(OC)c(O)c(OC)c2)c(F)c1	i	i	i	i	i	i	i	i	i	17.7*	30.5*
53	COCCN(C(=O)Nc1ccc(OC)cc1)c1nc2ccccc2s1	i	i	i	i	i	i	i	i	i	i	i
54	CC1CN(C(=O)COC(=O)c2c(Cl)cccc2Cl)CC(C)O1 (stereo not given)	i	i	i	i	i	i	i	i	i	i	i
55	CNC(=O)/C(C#N)=C/c1c(N2CCCCCC2)nc2c(C)cccn2c1=O	i	i	i	i	i	i	i	i	i	i	i
56	O=C(CP(=O)(c1ccccc1)c1ccccc1)Nc1nc2ccc(Cl)cc2s1	i	i	i	i	i	i	i	i	i	i	i

Continuation.
item	mol	ANO1 block	TRPC6 inh	TRPC4 agonist	MrgX1 antagonist	MrgX1 allo act	TRPC4 inh	ANO1 activ	RGS4 inh	TRPC4 potent	TRPC6 activator	MrgX1 agonist
57	Cc1cc(C)c(NC(=O)CC(C)(C)C)c(Cl)c1	i	i	i	i	i	i	i	i	i	i	i
58	CCN(CCO)C1CC(=O)N(c2ccccc2C)C1=O (stereo not given)	i	i	i	i	i	i	i	i	i	i	i
59	Cc1ccc(C(C)NC(=S)NC2CCCCC2)cc1C (stereo not given)	i	i	i	i	i	i	i	i	i	i	i
60	O=c1c(/C=N/O)coc2ccc(Cl)cc12	i	i	i	i	i	i	i	i	i	i	i
61	COc1ccc(OC)c(Cc2nnc(CCC(=O)N3CCCCCC3)o2)c1	i	i	i	i	i	i	i	i	i	i	i
62	CN(C)c1ccc(CC(=O)c2nc3ccccc3s2)cc1	i	i	i	i	i	i	i	i	i	i	i
63	O=C(Nc1ccc2c(c1)OCO2)O[C@@H]1C[C@H]2CCC(=O)N3CC[C@@H](C1)[C@@H]23	i	i	i	i	i	i	i	i	i	i	i
64	COc1ccc(C(=O)C2CCCN(C(=O)Cn3ccc(C)n3)C2)cc1OC (stereo not given)	i	i	i	i	i	i	i	i	i	i	i
65	O=C(N/N=C/c1cccnc1)c1ccccc1[N+](=O)[O-]	i	i	i	i	i	i	i	i	i	i	i
66	CCC1CCC(N2CCN(c3ccccc3F)CC2)CC1 (stereo not given)	i	i	i	i	i	i	i	i	i	i	i
67	COc1cccc(C2SCC(=O)N2c2ccc(Br)cc2)c1OC (stereo not given)	i	i	i	i	i	i	i	i	i	i	i
68	O=C(NCC1CCN(C(=O)c2c(F)c(F)c(F)c(F)c2F)CC1)c1c(F)c(F)c(F)c(F)c1F	i	i	i	i	i	i	i	i	i	i	i
69	COc1ccc(N(CC(=O)Nc2cc(C)ccc2C)S(=O)(=O)c2c(C)[nH]c(=O)[nH]c2=O)cc1	i	i	i	i	i	i	i	i	i	i	i
70	O=C(Nc1nnc(CCN2CCCCC2)s1)c1ccccc1Cl	i	i	i	i	i	i	i	i	i	i	i

This is a random part of the collection. Share with any hit: about 5.8%.
